TAAR1 antag: antagonists of human TAAR1 | CHO RD-HGA16 TAAR1, Fluo-8 calcium fluorescence, antagonist | inhibition, % at 3 µM | 360,000 compounds, 1.5% hits;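 active = inhibition above a per-plate cutoff, the mean inhibition of test compounds on that plate plus 3 SD, cut at about 49% in these data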;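 note: 0% = DMSO plus EC80 beta-PEA response and 100% = DMSO alone without agonist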
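test system = CHO RD-HGA16 cells bearing hTAAR1 | replication = singlicate | controls = DMSO-only wells and EC80 β-PEA-stimulated wells | reagent = EC80 β-phenethylamine stimulus | read-out basis = percent inhibition of PEA-evoked calcium signal, max/basal emission ratio | schedule = seeding 17-24 h prior, 75-min 37 °C, 30-min RT dye loading | signal = kinetic Fluo-8 calcium fluorescence measurement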
OXTR potentiator: human OXTR potentiation; CHO-OTR cells, Fluo-8 calcium fluorescence, potentiator mode; 0% = oxytocin EC15, 100% = EC100; 320,000 compounds, 0.061% hits; P30559; activation, % at 3 µM;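 active = activation above that plate's cutoff, the mean activation of tested compounds plus 3 SD, cut at about 6.6% in these data, passing the limit was not always enough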;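 note: 100% uses oxytocin at 75 nM as the full agonist control; some results filed as inactive read as strong as hits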
Target sequence (P30559 whole entry, looked up): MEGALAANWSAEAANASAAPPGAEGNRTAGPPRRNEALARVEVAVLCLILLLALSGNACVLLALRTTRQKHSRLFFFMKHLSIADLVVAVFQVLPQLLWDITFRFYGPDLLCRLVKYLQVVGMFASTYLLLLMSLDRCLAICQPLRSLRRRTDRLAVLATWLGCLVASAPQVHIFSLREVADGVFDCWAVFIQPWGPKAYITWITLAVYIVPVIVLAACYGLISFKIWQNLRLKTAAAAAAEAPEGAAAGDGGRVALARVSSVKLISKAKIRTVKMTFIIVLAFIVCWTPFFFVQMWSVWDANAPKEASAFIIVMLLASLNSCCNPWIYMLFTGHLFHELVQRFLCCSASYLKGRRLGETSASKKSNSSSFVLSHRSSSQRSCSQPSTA
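test system = CHO-OTR cells, human receptor | compound = single-point 3.0 µM | schedule = 6 min compound pre-incubation at room temperature, 100 s kinetic read | signal = Fluo-8 no-wash calcium dye fluorescence, excitation 470-495 nm, emission 515-575 nm | repeats = single well per compound, singlicate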
M1 antag: blocks human M1 muscarinic receptor; AID 588852; CHO-K1 hM1, Fluo-8 calcium fluorescence, ACh EC80 antagonist; inhibition, % at 3 µM; 360,000 compounds, 1.3% hits; P11229;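 active = percent inhibition above its own plate's cutoff, namely the mean of that plate's compound wells plus 3 SD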;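 note: peak over basal fluorescence ratio during 140 s after agonist addition; 0% = ACh EC80 plus DMSO and 100% = DMSO alone without agonist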
CHO parental Ca: counter-screen: ATP calcium response change in parental CHO cells | inhibition, % at 5.6 µM | parental CHO-K1, ATP-induced calcium, Fluo-8 fluorescence | 330,000 compounds, 0.63% hits;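 active = inhibition above that plate's mean sample inhibition plus 3 SD, cut at about 26% in these data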;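 note: 0% = ATP-challenged DMSO wells and 100% = DMSO wells without ATP; some compounds past the cut are filed as inactive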
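Material: Parental CHO cells | Reagent: ATP | Compound dosing: Single nominal dose of 5.6 µM per compound | Detection: Intracellular calcium via Fluo-8 no-wash fluorescent dye | Read-out: % inhibition of ATP-induced calcium mobilization | Benchmarks: Low control ATP plus DMSO, high control DMSO only | Replicates: Singlicate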
CHRM1 agonist: agonists of human M1 muscarinic receptor; P11229; CHO-K1 hM1, Fluo-8 calcium fluorescence, agonist mode; 0% DMSO, 100% acetylcholine EC100; activation, % at 3 µM; 360,000 compounds, 0.33% hits;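 active = activation above the run's mean compound activation plus 3 SD, cut at about 16% in these data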;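 note: peak over basal fluorescence ratio within a 140 s kinetic read after compound addition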
CHRM1 PAM: positive allosteric modulators of human M1 muscarinic receptor. activation, % at 3 µM. CHO-K1 hM1, Fluo-8 calcium fluorescence, ACh EC20; 0% = ACh EC20, 100% = maximal ACh. AID 588819. 360,000 compounds, 0.088% hits. P11229; in the data active = activation above about 19%, passing the limit was not always enough
OXTR agonist: activates the human oxytocin receptor; 320,000 compounds, 0.32% hits; CHO-OTR cells, Fluo-8 calcium fluorescence; normalized: DMSO 0%, oxytocin 100%; P30559; AID 2435; activation, % at 3 µM;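 active = activation above the mean of all tested compounds plus 3 SD, cutoff set per screening run, cut at about 20% in these data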;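 note: peak over basal fluorescence ratio from a 100 s FLIPR kinetic read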
V1aR counter: activates human V1a receptor in oxytocin agonist counter-screen; P37288; CHO-V1R cells, Fluo-8 calcium fluorescence, agonist mode; 0% DMSO, 100% 3 nM vasopressin; activation, % at 3 µM; 320,000 compounds, 0.25% hits; AID 2797;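 active = activation above the mean activation of all tested compounds plus 3 SD, per screening run, cut at about 20% in these data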;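 note: signal is peak over basal fluorescence ratio across a 100 second FLIPR read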
Target sequence (P37288 whole entry, looked up): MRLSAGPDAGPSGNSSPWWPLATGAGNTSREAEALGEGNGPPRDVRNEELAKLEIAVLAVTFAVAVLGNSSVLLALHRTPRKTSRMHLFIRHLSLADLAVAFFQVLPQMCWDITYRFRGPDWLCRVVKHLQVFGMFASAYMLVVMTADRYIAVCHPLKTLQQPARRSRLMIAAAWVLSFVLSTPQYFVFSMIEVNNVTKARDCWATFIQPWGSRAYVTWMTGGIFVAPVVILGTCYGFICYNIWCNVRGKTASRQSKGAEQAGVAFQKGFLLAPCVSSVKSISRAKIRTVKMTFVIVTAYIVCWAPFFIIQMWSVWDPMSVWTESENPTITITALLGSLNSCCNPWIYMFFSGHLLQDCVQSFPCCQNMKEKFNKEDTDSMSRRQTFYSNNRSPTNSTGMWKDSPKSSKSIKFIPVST
TAAR1 agonist: agonists of human TAAR1 | activation, % at 3 µM | CHO RD-HGA16 TAAR1, Fluo-8 calcium fluorescence; vehicle wells 0%, saturating PEA agonist 100% | 360,000 compounds, 0.99% hits | Q96RJ0;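 active = activation above the mean activation of all test compounds in the run plus 3 SD, cut at about 38% in these data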
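Test system: RD-HGA16 (CHO) cells co-expressing Gα16 and hTAAR1 / Benchmarks: DMSO vehicle as 0%, PEA at EC100 as 100% / Repeats: no replicates (n 1) / Measure: % activation from peak over basal fluorescence ratio, DMSO-to-PEA scaled / Timing: 17-24 h plating, Fluo-8 75 min 37 °C, 30 min RT / Technique: kinetic Fluo-8 calcium fluorescence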
Active calls of the source: *. Compounds as they come; any-hit rate near 3.7%.

How did CC(OC(=O)COc1ccccc1Cc1ccccc1)C(=O)N(C)c1ccccc1 (stereo not given) do in these assays?
TAAR1 antag: 32; OXTR potentiator: -2; M1 antag: -21; CHO parental Ca: -47; CHRM1 agonist: 0; CHRM1 PAM: 14; OXTR agonist: 0.7; V1aR counter: 0.9; TAAR1 agonist: 1

What do the screens show for `Cn1c(=O)c(C(=O)NNC(=O)c2cccc(Cl)c2)c(O)c2ccccc21`?
TAAR1 antag: -5; OXTR potentiator: -1; M1 antag: 2; CHO parental Ca: 47*; CHRM1 agonist: -2; CHRM1 PAM: 0; OXTR agonist: 0.8; V1aR counter: 0.1; TAAR1 agonist: 1

How did COc1cc(C=O)ccc1OC(=O)c1cccnc1 do in these assays?
TAAR1 antag: -7; OXTR potentiator: -3; M1 antag: -14; CHO parental Ca: 4; CHRM1 agonist: 7; CHRM1 PAM: 20; OXTR agonist: 0.1; V1aR counter: -0.9; TAAR1 agonist: 1

How did O=C(Nc1ccon1)c1sc2ccccc2c1Cl do in these assays?
TAAR1 antag: 0; OXTR potentiator: 1; M1 antag: -2; CHO parental Ca: -18; CHRM1 agonist: -7; CHRM1 PAM: -1; OXTR agonist: -1.5; V1aR counter: -1.2; TAAR1 agonist: 1

Results for COc1ccccc1NS(=O)(=O)c1cccc(C(=O)N/N=C/c2ccc(OCC(=O)O)cc2)c1 ?
TAAR1 antag: 9; OXTR potentiator: -9; M1 antag: 1; CHO parental Ca: -13; CHRM1 agonist: -3; CHRM1 PAM: 13; OXTR agonist: -0.2; V1aR counter: 0.9; TAAR1 agonist: 1

What do the screens show for `COCc1cc(=O)[nH]c(/N=C(\N)Nc2ccc(C)cc2)n1`?
TAAR1 antag: -1; OXTR potentiator: -13; M1 antag: 1; CHO parental Ca: -3; CHRM1 agonist: -3; CHRM1 PAM: -1; OXTR agonist: 0.0; V1aR counter: -0.2; TAAR1 agonist: 5

What do the screens show for `OCCNCC1(O)C2CC3CC(C2)CC1C3` (stereo not given)?
TAAR1 antag: -14; OXTR potentiator: -14; M1 antag: -13; CHO parental Ca: 1; CHRM1 agonist: -3; CHRM1 PAM: 5; OXTR agonist: -0.4; V1aR counter: 0.5; TAAR1 agonist: 6

Results for O=C(O)CNS(=O)(=O)c1ccc2c(c1)CCCC2 ?
TAAR1 antag: -16; OXTR potentiator: -19; M1 antag: -5; CHO parental Ca: -9; CHRM1 agonist: -1; CHRM1 PAM: 9; OXTR agonist: -0.4; V1aR counter: -0.7; TAAR1 agonist: 6

Results for O=C(OCC(=O)N1CCCCC1)c1ccccc1SCC(=O)N1CCCCC1 ?
TAAR1 antag: 8; OXTR potentiator: 0; M1 antag: -9; CHO parental Ca: -17; CHRM1 agonist: -4; CHRM1 PAM: 6; OXTR agonist: 0.1; V1aR counter: -1.4; TAAR1 agonist: 3

How did Cn1c(C(=O)OCC(=O)NCCc2ccccc2)cc2sccc21 do in these assays?
TAAR1 antag: 48; OXTR potentiator: -7; M1 antag: -9; CHO parental Ca: 4; CHRM1 agonist: -7; CHRM1 PAM: -3; OXTR agonist: 3.0; V1aR counter: 0.6; TAAR1 agonist: 98*

Results for Cc1c(C#N)c(N=CN(C)C)c(C(=O)c2ccc(Br)cc2)n1-c1ccccc1 ?
TAAR1 antag: -13; OXTR potentiator: -3; M1 antag: 1; CHO parental Ca: -9; CHRM1 agonist: -8; CHRM1 PAM: 1; OXTR agonist: -2.4; V1aR counter: -1.2; TAAR1 agonist: 10

Results for CC(=O)Nc1cc2c(cc1C(=O)C(C)C)OCCO2 ?
TAAR1 antag: 1; OXTR potentiator: -4; M1 antag: -14; CHO parental Ca: -8; CHRM1 agonist: -3; CHRM1 PAM: 7; OXTR agonist: -1.3; V1aR counter: -0.4; TAAR1 agonist: 8

What do the screens show for `COc1cccc(-n2c(Cc3cc(=O)[nH]c(=O)[nH]3)nnc2SCC(=O)NC2CCCC2)c1`?
TAAR1 antag: -18; OXTR potentiator: 5; M1 antag: -6; CHO parental Ca: -1; CHRM1 agonist: -3; CHRM1 PAM: 1; OXTR agonist: 2.1; V1aR counter: 0.7; TAAR1 agonist: 3

Results for O=C1C(=O)N(CCCn2ccnc2)C(c2cccnc2)/C1=C(/O)c1ccc(F)cc1 (stereo not given) ?
TAAR1 antag: -2; OXTR potentiator: 8; M1 antag: -2; CHO parental Ca: -4; CHRM1 agonist: -4; CHRM1 PAM: 2; OXTR agonist: 0.2; V1aR counter: 0.6; TAAR1 agonist: 2

How did COc1ccc(C2N(c3ccccn3)C(=O)C3CCCN32)c(OC)c1 (stereo not given) do in these assays?
TAAR1 antag: 8; OXTR potentiator: -1; M1 antag: -9; CHO parental Ca: 2; CHRM1 agonist: -4; CHRM1 PAM: 6; OXTR agonist: 0.6; V1aR counter: 0.6; TAAR1 agonist: 1

What do the screens show for `CCOC(=O)c1[nH]c2cc(OC)c(OC)cc2c1N`?
TAAR1 antag: 0; OXTR potentiator: -4; M1 antag: 1; CHO parental Ca: 0; CHRM1 agonist: -3; CHRM1 PAM: 7; OXTR agonist: -0.5; V1aR counter: -0.1; TAAR1 agonist: 9

How did Cc1cc(NC(=O)C2CCCN(S(=O)(=O)c3c(C)noc3C)C2)n[nH]1 (stereo not given) do in these assays?
TAAR1 antag: -27; OXTR potentiator: -3; M1 antag: -13; CHO parental Ca: 3; CHRM1 agonist: 2; CHRM1 PAM: 11; OXTR agonist: -0.4; V1aR counter: 0.5; TAAR1 agonist: 0

How did Cc1cc2c3c(c1)C1(C(=O)N3C(C)(C)CC2C)C(C#N)=C(N)Oc2n[nH]c(C)c21 (stereo not given) do in these assays?
TAAR1 antag: 4; OXTR potentiator: 5; M1 antag: -18; CHO parental Ca: -16; CHRM1 agonist: -5; CHRM1 PAM: 8; OXTR agonist: 6.0; V1aR counter: 0.1; TAAR1 agonist: 4

How did Cc1ccc(NC(=O)N(Cc2cccs2)Cc2cc3cc4c(cc3[nH]c2=O)OCO4)cc1 do in these assays?
TAAR1 antag: -20; OXTR potentiator: -4; CHO parental Ca: -16; OXTR agonist: -1.0; V1aR counter: -0.1; TAAR1 agonist: -2

How did CCOc1cc(/C=C2\COc3ccccc3C2=O)ccc1OCC(=O)N(C)C do in these assays?
TAAR1 antag: 15; OXTR potentiator: -11; M1 antag: -16; CHO parental Ca: -26; CHRM1 agonist: 1; CHRM1 PAM: 15; OXTR agonist: -0.6; V1aR counter: 3.1; TAAR1 agonist: 4

How did CCOC(=O)NC(=O)c1cn(Nc2ncc(C(F)(F)F)cc2Cl)c(=O)[nH]c1=O do in these assays?
TAAR1 antag: 12; OXTR potentiator: -6; M1 antag: 1; CHO parental Ca: -4; CHRM1 agonist: -1; CHRM1 PAM: 2; OXTR agonist: 1.3; V1aR counter: 0.6; TAAR1 agonist: -1

Results for N=C(SC1CC(=O)N(c2ccc(F)cc2)C1=O)N1N=C(c2ccccc2)CC1c1ccccc1 (stereo not given) ?
TAAR1 antag: -2; OXTR potentiator: -14; M1 antag: 9; CHO parental Ca: -11; CHRM1 agonist: -2; CHRM1 PAM: 5; OXTR agonist: 1.0; V1aR counter: 0.6; TAAR1 agonist: 2

How did O=C(Cn1c(=O)oc2ccc(Cl)cc21)Nc1ccon1 do in these assays?
TAAR1 antag: -10; OXTR potentiator: 0; M1 antag: 2; CHO parental Ca: 16; CHRM1 agonist: -3; CHRM1 PAM: 1; OXTR agonist: -0.1; V1aR counter: -1.5; TAAR1 agonist: -1

How did COc1cc2cc(CCCOC(=O)c3ccc(C#N)cc3)oc(=O)c2cc1OC do in these assays?
TAAR1 antag: -6; OXTR potentiator: -1; M1 antag: 20; CHO parental Ca: -11; CHRM1 agonist: -4; CHRM1 PAM: -10; OXTR agonist: -0.7; V1aR counter: 0.6; TAAR1 agonist: 14

Results for CCOc1ccc(-n2c(SCc3nc(-c4ccc(C)cc4)no3)nnc2-c2ccncc2)cc1 ?
TAAR1 antag: 9; OXTR potentiator: 3; M1 antag: -6; CHO parental Ca: -24; CHRM1 agonist: -6; CHRM1 PAM: 3; OXTR agonist: -0.6; V1aR counter: 0.2; TAAR1 agonist: 5

How did CC(=O)c1c(C)[nH]c(C(=O)OCC(=O)Nc2ccc(Cl)c(S(=O)(=O)N(C)C)c2)c1C do in these assays?
TAAR1 antag: 68*; OXTR potentiator: -7; M1 antag: 11; CHO parental Ca: 9; CHRM1 agonist: 0; CHRM1 PAM: -11; OXTR agonist: 4.8; V1aR counter: 7.8; TAAR1 agonist: 12

How did OC1CCCN(Cc2c3ccccc3cc3ccccc23)C1 (stereo not given) do in these assays?
TAAR1 antag: -20; OXTR potentiator: 4; M1 antag: 1; CHO parental Ca: -15; CHRM1 agonist: -6; CHRM1 PAM: 7; OXTR agonist: -1.3; V1aR counter: -0.3; TAAR1 agonist: 0

What do the screens show for `Cc1ccc(N2CC(C(=O)NCCS(=O)(=O)N3CCN(c4ccccc4F)CC3)CC2=O)cc1` (stereo not given)?
TAAR1 antag: -16; OXTR potentiator: -7; M1 antag: -6; CHO parental Ca: -1; CHRM1 agonist: -2; CHRM1 PAM: 8; OXTR agonist: -0.6; V1aR counter: 0.1; TAAR1 agonist: -1

What do the screens show for `COc1ccc(OC)c(S(=O)(=O)Nc2cc(OC)c(Cl)cc2OC)c1`?
TAAR1 antag: 0; OXTR potentiator: -12; M1 antag: -8; CHO parental Ca: -13; CHRM1 agonist: 0; CHRM1 PAM: 8; OXTR agonist: 0.2; V1aR counter: -1.4; TAAR1 agonist: 0

How did COC(=O)CC1C(=O)NCCN1C(=O)CSc1nnnn1-c1ccc(Cl)cc1 (stereo not given) do in these assays?
TAAR1 antag: 8; OXTR potentiator: -7; M1 antag: -6; CHO parental Ca: 12; CHRM1 agonist: 0; CHRM1 PAM: 8; OXTR agonist: -0.4; V1aR counter: 0.4; TAAR1 agonist: 8

What do the screens show for `COc1ccc(NC(=O)Nc2ccc(O)c3ccccc23)cc1`?
TAAR1 antag: 37; OXTR potentiator: -5; CHO parental Ca: -21; OXTR agonist: 0.1; V1aR counter: 0.2; TAAR1 agonist: 4
